Bioassay records from PubChem BioAssay.
IDE inh: human IDE inhibitors in live cells, primary screen, fluorescence polarization, HEK cells, FAbetaB substrate; Insulin-degrading enzyme (Homo sapiens), P14735; FAbetaB cleavage; actives 0.41% (n = 320,000); inhibition, % at 5.59 µM;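 active = percent inhibition above the average of all tested compounds plus 3 SD, set per screening campaign, cut at about 16% in these data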;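 also: IDE supplied by intact live HEK cells; FP after avidin binding of uncleaved biotin substrate so inhibition keeps polarization high; 0% = DMSO wells and 100% = 60 µM reference IDE inhibitor Ii1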
UBC9 SUMO inh: inhibitors of in vitro SUMOylation cascade, primary screen, biochemical, HTRF, uHTS | SUMO-conjugating enzyme UBC9 (Homo sapiens), P63279 | HTRF SUMOylation assay, SAE1/SAE2 + UBC9 | inhibition, % at 35 µM | actives 0.36% (n = 290,000) | AID 2006, 2009; in the data active = inhibition above about 50%, passing the limit was not always enough; also: strong numbers were not always called active
Target sequence (P63279 whole entry, looked up): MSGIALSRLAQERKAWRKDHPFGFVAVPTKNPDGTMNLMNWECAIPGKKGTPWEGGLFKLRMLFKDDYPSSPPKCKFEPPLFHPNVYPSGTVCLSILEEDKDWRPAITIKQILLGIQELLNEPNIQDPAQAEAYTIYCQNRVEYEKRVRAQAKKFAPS
VIM-2 inhibitor: VIM-2 metallo-beta-lactamase inhibitors, primary screen, biochemical, epi-absorbance readout, Pseudomonas aeruginosa enzyme. purified VIM-2, nitrocefin hydrolysis, epi-absorbance fluorescence. inhibition, % at 5.6 µM. actives 0.89% (n = 290,000);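 active = inhibition above the mean of all tested compounds plus 3 SD, cutoff set per screening run, cut at about 7.5% in these data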;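 also: red hydrolysis product quenches plate fluorescence so inhibitors raise well fluorescence; 0% = enzyme with DMSO and 100% = DMSO without enzyme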
IMP-1 inh: IMP-1 metallo-beta-lactamase inhibitors, primary screen, biochemical, epi-absorbance readout, Pseudomonas aeruginosa enzyme; metallo-beta-lactamase IMP-1 (Pseudomonas aeruginosa); purified IMP-1, nitrocefin hydrolysis, epi-absorbance fluorescence; inhibition, % at 5.6 µM; actives 0.45% (n = 290,000);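 active = inhibition above the mean plus 3 SD of all compounds in the same screening run, cut at about 4.5% in these data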;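 also: 0% = IMP-1 with DMSO and 100% = DMSO wells lacking enzyme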
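System: purified IMP-1 / Input: IMP-1 dispensed at 0.2 nM / Medium: 50 mM HEPES pH 7.1, 50 µM ZnSO4, 0.05% Brij 35 / Timing: 15 min enzyme–compound preincubation, then 25 min nitrocefin reaction, 25 °C / Technique: plate fluorescence quenching by hydrolysis product, ex 480/em 530 nm / Repeats: singlicate testing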
DNA FID counter: compounds displacing fluorescent DNA intercalator, primary screen, artefact control for HCV NS3 helicase inhibitor project, biochemical, FID fluorescence | actives 0.17% (n = 290,000) | AID 1845, 2009 | inhibition, % at 7.9 µM | DNA fluorescent intercalator displacement; in the data active = inhibition above about 37%;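 also: 0% = vehicle and 100% = reference compound; higher means more ethidium bromide displaced from hairpin DNA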
p-CIP stab down: p/CIP-EGFP fusion destabilizers, primary screen, fluorescence, F442A cells | Q05BA5 | actives 0.01% (n = 290,000) | AID 1984, 2009 | decrease of EGFP signal, % at 10 µM | 16 h;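 active = EGFP signal decrease of at least 30% at 10 µM or well 3 SD below plate mean, unless failing retest; inactive = the rest, including hits failing retest or dose response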; also: some compounds called inactive have numbers as strong as hits; many of its hits are not listed in these tables
HCV NS3 hel inh: inhibitors of HCV NS3 helicase, primary screen, biochemical, Cy5 molecular beacon fluorescence; NS3 helicase DNA unwinding; inhibition, % at 10.9 µM; actives 0.56% (n = 290,000);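 active = inhibition above the mean of all tested compounds plus 3 SD, set per campaign, cut at about 35% in these data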;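 also: 0% = DMSO wells and 100% = thioflavine S control wells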
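test system = hepatitis C virus NS3 helicase domain fragment enzyme | reagent = annealed dual-labelled DNA beacon duplex, ATP-started | times = 1 h at 25 °C | detection = Cy5 fluorescence, 0 and 60 min reads | read-out basis = percent inhibition from t60/t0 fluorescence ratio | control set = DMSO and thioflavine S | replication = one well per compound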
IDE cell activ: human IDE activators in live cells, primary screen, fluorescence polarization, HEK cells, FAbeta-B substrate. activation, % at 5.96 µM. Insulin-degrading enzyme (Homo sapiens), P14735. FAbeta-B cleavage; 0% vehicle, 100% cell-free pure enzyme wells. actives 0.073% (n = 340,000). AID 493087, 2011;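 active = activation above the mean of all tested compounds plus 3 SD, set per screening campaign, cut at about 17% in these data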
PfM18AAP inh: PfM18AAP inhibitors, malaria aminopeptidase, primary screen, biochemical, QFRET, recombinant enzyme; H-Glu-NHMec fluorogenic cleavage; inhibition, % at 7.35 µM; actives 1.2% (n = 290,000); AID 1822, 2009;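 active = inhibition above the campaign mean inhibition over all tested compounds plus 3 SD, cut at about 28% in these data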;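 also: 0% = plate median of test compound wells and 100% = 2 mM ZnCl2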
* marks the source's active call; other numbers are inactive results; x = not tested or not shown. Rows are unselected. Share with any hit: about 3.6%.

Assay codes – A = IDE inh; B = UBC9 SUMO inh; C = VIM-2 inhibitor; D = IMP-1 inh; E = DNA FID counter; F = p-CIP stab down; G = HCV NS3 hel inh; H = IDE cell activ; I = PfM18AAP inh
> Cc1cc2cc(OCc3ccccc3)ccc2n1C
  A = 3.4; B = 5.7; C = 0.1; D = -1.9; E = -5.5; F = 7.2; G = 15.7; H = -0.1; I = 0.2

> COc1cc(/C=C2\C(=O)NN(c3ccccc3)C2=O)ccc1OCC(N)=O
  A = 3.1; B = -5.6; C = -1.7; D = -1.5; E = -34.0; F = -0.9; G = 14.6; H = x; I = 2.8

> O=C(NCCc1ccccc1)C1COc2ccccc2O1 (stereo not given)
  A = 4.5; B = 11.6; C = -1.3; D = -1.5; E = -6.2; F = 1.4; G = 6.4; H = 0.7; I = -2.4

> O=C(Nc1ccc2nc3n(c(=O)c2c1)CCCCC3)C(=O)N1CCN(c2ccccc2)CC1
  A = 1.8; B = 12.0; C = -2.2; D = -0.3; E = -37.1; F = 3.4; G = -19.4; H = 1.3; I = -5.2

> c1ccc(-c2nc3ccccc3c3nncn23)cc1
  A = -1.4; B = -1.4; C = -2.9; D = -4.2; E = 0.1; F = 7.5; G = 4.8; H = 1.8; I = 2.7

> COc1ccc(N/C=C(\C2OC(=O)c3ccccc32)[N+](=O)[O-])cc1 (stereo not given)
  A = 5.5; B = 1.7; C = -1.7; D = -2.0; E = -4.5; F = -3.0; G = 11.5; H = -2.5; I = 38.8*

> COCC(=O)OCn1nnc2ccccc2c1=O
  A = 7.5; B = 5.4; C = -3.1; D = -6.2; E = 6.6; F = -8.7; G = 3.8; H = -4.6; I = 1.2

> NC(=O)C[n+]1cccc(C(=O)Nc2ccccc2)c1
  A = 2.4; B = 8.0; C = -1.2; D = -1.8; E = -4.3; F = -0.9; G = 0.6; H = 3.0; I = 0.7

> C[C@](N)(Cc1ccc(O)c(O)c1)C(=O)O
  A = x; B = 90.5*; C = 0.8; D = -2.8; E = -9.0; F = -20.0; G = 17.0; H = 5.9; I = 65.0*

> CCOc1ccc2nc(SCC(=O)NCc3ccco3)sc2c1
  A = -1.3; B = 24.3; C = -1.5; D = -0.1; E = -12.8; F = -12.6; G = 5.1; H = 4.6; I = -2.3

> O=c1c2ccccc2nc(COc2ccccc2)n1/N=C/c1c[nH]c2ccccc12
  A = 3.5; B = -3.2; C = -2.6; D = -3.5; E = 6.9; F = -1.8; G = -4.5; H = -1.4; I = 1.7

> CCOc1cccc(C2C(C#N)=C(N)Oc3cc(C)n(Cc4ccccn4)c(=O)c32)c1OCC (stereo not given)
  A = -1.7; B = -19.8; C = -3.0; D = 0.1; E = -15.6; F = 2.0; G = -5.7; H = -1.5; I = 10.9

> Cc1cc(C(=O)OCC(=O)Nc2ccccc2F)c(C)o1
  A = -0.6; B = -4.7; C = -1.0; D = -1.0; E = 0.4; F = -12.8; G = 2.3; H = 3.5; I = 2.4

Arranged by formula weight (ascending): three of the compounds above.
Assay codes – A = IDE inh; B = UBC9 SUMO inh; C = VIM-2 inhibitor; D = IMP-1 inh; E = DNA FID counter; F = p-CIP stab down; G = HCV NS3 hel inh; H = IDE cell activ; I = PfM18AAP inh
> C[C@](N)(Cc1ccc(O)c(O)c1)C(=O)O
  A = x; B = 90.5*; C = 0.8; D = -2.8; E = -9.0; F = -20.0; G = 17.0; H = 5.9; I = 65.0*

> Cc1cc2cc(OCc3ccccc3)ccc2n1C
  A = 3.4; B = 5.7; C = 0.1; D = -1.9; E = -5.5; F = 7.2; G = 15.7; H = -0.1; I = 0.2

> CCOc1ccc2nc(SCC(=O)NCc3ccco3)sc2c1
  A = -1.3; B = 24.3; C = -1.5; D = -0.1; E = -12.8; F = -12.6; G = 5.1; H = 4.6; I = -2.3

Fetched by compound from above:
Assay codes – A = IDE inh; B = UBC9 SUMO inh; C = VIM-2 inhibitor; D = IMP-1 inh; E = DNA FID counter; F = p-CIP stab down; G = HCV NS3 hel inh; H = IDE cell activ; I = PfM18AAP inh
> CCOc1ccc2nc(SCC(=O)NCc3ccco3)sc2c1
  A = -1.3; B = 24.3; C = -1.5; D = -0.1; E = -12.8; F = -12.6; G = 5.1; H = 4.6; I = -2.3

> O=c1c2ccccc2nc(COc2ccccc2)n1/N=C/c1c[nH]c2ccccc12
  A = 3.5; B = -3.2; C = -2.6; D = -3.5; E = 6.9; F = -1.8; G = -4.5; H = -1.4; I = 1.7

> c1ccc(-c2nc3ccccc3c3nncn23)cc1
  A = -1.4; B = -1.4; C = -2.9; D = -4.2; E = 0.1; F = 7.5; G = 4.8; H = 1.8; I = 2.7

> COCC(=O)OCn1nnc2ccccc2c1=O
  A = 7.5; B = 5.4; C = -3.1; D = -6.2; E = 6.6; F = -8.7; G = 3.8; H = -4.6; I = 1.2
